Source: PubChem BioAssay (National Center for Advancing Translational Sciences (NCATS))
Tau FP inhib: blocks human tau fibril formation measured by polarization | P10636 | hit rate 0.39% among 280,000 | K18 P301L tau heparin fibrillization, Alexa594 FP, 6 h | Potency, µM (doses to about 57.7 µM), without a hit: at the highest dose activity, negative = inhibition, usual class: inhibitors | AID 1468; also: % is scaled to controls: 0 for no effect and ±100 for the full control effect; nearly all actives have a fitted effect of over 55% in size
Target sequence (P10636 561-689 P618L limits assumed): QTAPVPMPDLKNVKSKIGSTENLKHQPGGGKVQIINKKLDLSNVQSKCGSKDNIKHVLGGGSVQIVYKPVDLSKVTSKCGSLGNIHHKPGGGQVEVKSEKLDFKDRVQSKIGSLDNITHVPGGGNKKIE
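Recombinant K18 P301L […], labeled with Alexa 594 at 0.24 uM over 15 uM unlabeled; heparin inducer 20 uM final; 37 C, 6 hr; FP endpoint.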
HTT cytoprotect: protects HTT-Q103 PC12 cells, measured by ATP; PC12 HTT-Q103 induced, cytoprotection, ATP luminescence, 40 h; Potency, µM (top dose mostly 56.4 µM), for the others: cytoprotection (ATP increase), actives largely listed as activators; hit rate 0.14% among 230,000;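 also: % of control where 0% means no effect; nearly all actives have a fitted effect of over 45% in size; toxic huntingtin expression switched on by the ecdysone agonist tebufenozide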
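PC12 cells with ecdysone-inducible HTT exon 1 Q103-GFP, induced with 100 nM tebufenozide and co-treated with library compounds in a dose series (1536-well, 1500 cells/well). Cytoprotection read as ATP content by ATPlite luminescence.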
GAA glycogen: inhibitors or activators of human alpha-glucosidase glycogen cleavage; recombinant GAA, glycogen substrate, Amplex Red glucose oxidase fluorescence; Potency, µM (titrated, usually from 76.4 µM), for the others: at the highest dose activity change, negative = inhibition, usual class: inhibitors; hit rate 0.38% among 300,000;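 also: 0% = full enzyme reaction and -100% = no-enzyme basal signal; the screen sought inhibitors and activators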
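Recombinant human enzyme (4 nM); glycogen substrate; 37 C, 40 min, pH 5.0. Readout: coupled glucose oxidase/Amplex Red fluorescence.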
Tau fibril ThT: tau fibrillization inhibition (ThT binding). recombinant tau K18 P301L, heparin-induced fibrillization, ThT fluorescence. AID 1460. Potency, µM (doses to about 57.4 µM), for the others: at the highest dose activity, negative = inhibition, hits mostly inhibitors. P10636. hit rate 2.1% among 270,000; also: % is scaled to controls: 0 for no effect and ±100 for the full control effect; nearly all actives have a fitted effect of over 55% in size
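In this qHTS, human K18 P301L tau is incubated with compound and heparin for 6 hr at 37 C, and Thioflavin T fluorescence then reports fibril load.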
GAA inh: inhibitors of human lysosomal alpha-glucosidase; P10253; purified human GAA, 4-MU-alpha-glucoside fluorescence; Potency, µM (top dose mostly 76.9 µM), for inactives: at the top dose activity change, negative = inhibition, most hits filed as inhibitors; hit rate 0.005% among 200,000; AID 1466;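 also: plate controls were uninhibited enzyme wells for no effect and no-enzyme background for full effect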
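Read-out is 4-methylumbelliferone fluorescence (Ex 365/Em 440 nm) after NaOH/glycine stop at pH 10. Enzyme 4 nM, substrate 400 uM, pH 5.0 citrate buffer, 20 min room temperature; AC50 from Hill-equation concentration-response.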
Tau fluor cs: counter-screen for tau fibril formation inhibitors. AID 1463. tau K18 P301L (four-repeat tau fragment) Alexa594 fluorescence, heparin fibrillization. hit rate 0.93% among 280,000. Potency, µM (titrated, usually from 57.7 µM), for the others: at the top dose activity change, negative = decrease; also: % is scaled to controls: 0 for no effect and ±100 for the full control effect; nearly all actives have a fitted effect of over 55% in size
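Human K18 P301L tau (15 uM unlabeled plus 0.24 uM Alexa 594-labeled, final) in 100 mM sodium acetate pH 7 was mixed with compound and 20 uM heparin and incubated 6 hr at 37 C.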
aGlu spleen mod: inhibitors or activators of human alpha-glucosidase in spleen homogenate; Potency, µM (doses to about 79.9 µM), inactives show top-dose activity change, negative = inhibition, hits mostly inhibitors; AID 2112; hit rate 0.006% among 240,000; P10253; human spleen homogenate, 4-MU-alpha-glucoside fluorescence;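 also: 0% = enzyme with vehicle and -100% = no enzyme basal signal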
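Human spleen homogenate (1 ug) with 4-methylumbelliferyl-alpha-D-glucopyranoside (1 mM final) in 50 mM citrate/phosphate pH 5.0, 0.01% Tween-20; 40 min at 37 C. Stopped at pH 10; 4-MU fluorescence Ex 365/Em 440 nm; AC50 by Hill fit.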
aGal spleen mod: inhibits or activates alpha-galactosidase in human spleen homogenate. hit rate 0.008% among 240,000. Potency, µM (doses to about 80 µM), without a hit: at the top dose activity change, negative = inhibition, actives largely listed as inhibitors. AID 2107. human spleen homogenate, 4MU-alpha-Gal fluorescence, 40 min. P06280;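 also: 0% = enzyme with vehicle and -100% = no enzyme basal signal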
Target sequence (P06280 32-429 limits assumed): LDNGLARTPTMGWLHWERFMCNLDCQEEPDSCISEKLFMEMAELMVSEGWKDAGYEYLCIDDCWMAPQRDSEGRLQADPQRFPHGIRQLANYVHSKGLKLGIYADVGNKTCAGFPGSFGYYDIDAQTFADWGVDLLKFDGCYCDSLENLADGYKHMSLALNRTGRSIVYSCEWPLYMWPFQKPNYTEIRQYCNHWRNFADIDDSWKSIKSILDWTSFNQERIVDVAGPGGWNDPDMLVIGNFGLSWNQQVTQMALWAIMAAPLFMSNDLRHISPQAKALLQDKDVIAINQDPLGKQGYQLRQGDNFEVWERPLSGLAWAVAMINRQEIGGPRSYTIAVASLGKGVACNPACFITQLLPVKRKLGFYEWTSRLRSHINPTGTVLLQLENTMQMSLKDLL
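qHTS titration in buffer at pH 5.0. Alpha-galactosidase activity in spleen homogenate was measured via 4-methylumbelliferone release from 1 mM fluorogenic substrate after 40 min at 37C and a pH 10 stop. AC50 came from Hill fits of control-normalized data.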
An asterisk follows results filed as active; u = inconclusive; x = no result given; & = joins results of further samples; [ ] = dose if it differs, or a comment. Calls follow the shape of the dose curve; as a rule, active = well fitted curve in the direction sought with a large enough effect; inconclusive = small, poorly fitted or top-dose-only effect, or another doubt; inactive = no such curve, though single readings can be large; an effect the other way counts as inactive or inconclusive. Potency is read from the fitted curve at half-maximal effect.

[1] CC(OC(=O)CCc1nc(=O)c2ccccc2n1C)C(=O)NCc1ccc2c(c1)OCO2 (stereo unspecified)
[2] Cc1cc(C)c2c(CC(=O)Nc3nnc(C(C)C)s3)coc2c1
[3] CCc1cccc(NC(=S)N(CCCN2CCOCC2)C(C)c2cc3cccc(OC)c3o2)c1 (stereo unspecified)
[4] COc1ccc(S(=O)(=O)n2oc(=O)cc2-c2ccccc2)cc1OC
[5] CCN(CC)C(=O)NCc1c(C)cc(C)cc1C
[6] Cc1ccc(-c2noc(-c3ccc(NCc4cccnc4)c([N+](=O)[O-])c3)n2)cc1
[7] Cn1c(=O)c2c(SCC(=O)NCc3ccco3)nc(-c3ccccc3Cl)nc2n(C)c1=O
[8] COC(=O)Nc1ccc(S(=O)(=O)N2CCCC(C(=O)NC3CCCCC3)C2)cc1 (stereo unspecified)
assay / compound,1,2,3,4,5,6,7,8
Tau FP inhib,-13%,-3%,7%,6%,-3%,4%,-7%,-3%
HTT cytoprotect,-23%[10 µM],x,-16%,18%,16%[10 µM],x,x,-52%[inhibitor]
GAA glycogen,2%,1%[76.3 µM],-4%,-21%,0%,11%[76.3 µM],-13%[76.3 µM],-2%
Tau fibril ThT,7%,2%,-13%,u,-6%,-4%,-8%,-3%
GAA inh,u,x,-2%,-4%,2%,x,x,-10%
Tau fluor cs,4%,-7%,-15%,-17%,0%,-5%,0%,-13%
aGlu spleen mod,1%,x,-6%,0%,-8%,x,x,-16%
aGal spleen mod,-12%,x,-9%,1%,-1%,x,x,5%

[9] Cc1ccc2c(CC(=O)NC3CCCc4ccccc43)coc2c1 (stereo unspecified)
[10] O=C(NCc1ccccn1)c1cc(-c2ccc(Cl)cc2)oc1C(F)(F)F
[11] C=C(C)CSc1nc2sc3c(c2c(=O)n1Cc1ccccc1)CC(C)(CC)OC3 (stereo unspecified)
[12] COc1ccc(N2CCN(C(C)C(=O)N3CC(C)OC(C)C3)CC2)cc1 (stereo unspecified)
[13] COc1cccc(N(C(=O)c2cccs2)c2nc3ccccc3s2)c1
[14] COC(=O)c1sccc1NC(=O)c1cccs1
[15] COc1cc(-c2nnn(CC(=O)NC3CCS(=O)(=O)C3)n2)ccc1OCc1ccccc1 (stereo unspecified)
[16] C[C@@H]1CN(C2CCN(Cc3nc(CC4CC4)no3)CC2)C[C@H](C)O1
assay / compound,9,10,11,12,13,14,15,16
Tau FP inhib,12%,-3%,3%,2%,u,-3%,-10%,-3%[2.34 µM]
HTT cytoprotect,-12%[10 µM],0%[10 µM],x,-30%,-8%[4.97 µM],-8%[10 µM],-55%[inhibitor][10 µM],15%[10 µM]
GAA glycogen,-7%,-4%,-4%[76.3 µM],4%,-2%,5%,-6%,-6%
Tau fibril ThT,-5%,x,u,-23%,-15%,4%,-12%,6%
GAA inh,-4%,x,x,2%,2%,x,-1%,12%
Tau fluor cs,-9%,-24%,-1%,-21%,u,3%,-20%,4%
aGlu spleen mod,10%,0%,x,-8%,-8%,-1%,-6%,2%
aGal spleen mod,4%,5%,x,-4%,0%,0%,2%,4%

[17] COc1cc(NC(=O)CCCSc2nc(-c3ccco3)cc(C(F)(F)F)n2)cc(OC)c1OC
[18] CCn1c(COc2ccc3c(c2)OCO3)nnc1SCC(=O)O
[19] N=C1C(c2ccccc2)=C(O)CN1c1ccccc1N1CCOCC1
[20] C=C1C(=O)O[C@@H]2[C@H]1[C@@H](OC(=O)/C(C)=C/C)C/C(C)=C\C(=O)/C=C(\C)[C@@H]2O
[21] CN(C1CCCCC1)S(=O)(=O)c1ccc(Cl)c(C(=O)O)c1
[22] CSc1nc2[nH]c3c(c2c2nnnn12)CCCC3
[23] Cc1cc(C)n(-c2nc3c(c(=O)[nH]c(=O)n3C)n2CC(O)COc2ccccc2)n1 (stereo unspecified)
[24] CCOC(=O)c1ccccc1NC(=O)c1cccc2c1C(=O)N(C1CCN(C(=O)OCC)CC1)C2
assay / compound,17,18,19,20,21,22,23,24
Tau FP inhib,u,3%,13%,u,-3%,4%,-5%,-5%
HTT cytoprotect,-6%[10 µM],8%[1.9 µM],-14%[10 µM],u,-7%[10 µM],-22%,-26%[10 µM],-8%
GAA glycogen,6%[76.3 µM],3%,-15%,1%,7%,-4%,11%,-3%
Tau fibril ThT,-19%&8%,6%,-2%,u,10%,u,-1%,-18%
GAA inh,1%,2%,11%,x,u,14%,0%,-15%
Tau fluor cs,u,6%,3%,0%,8%,-20%,-2%,-9%
aGlu spleen mod,7%,-7%,5%,-2%,-2%,-2%,1%,-22%
aGal spleen mod,11%,-13%,-4%,2%,1%,-4%,11%,-3%

The list goes on; the last four above are carried over.
[21] CN(C1CCCCC1)S(=O)(=O)c1ccc(Cl)c(C(=O)O)c1
[22] CSc1nc2[nH]c3c(c2c2nnnn12)CCCC3
[23] Cc1cc(C)n(-c2nc3c(c(=O)[nH]c(=O)n3C)n2CC(O)COc2ccccc2)n1 (stereo unspecified)
[24] CCOC(=O)c1ccccc1NC(=O)c1cccc2c1C(=O)N(C1CCN(C(=O)OCC)CC1)C2
[25] Cc1ccc(S(=O)(=O)N(C)C)cc1NC(=S)NC(C)CCCC(C)C (stereo unspecified)
[26] Cc1sc2cc(-c3cccc([N+](=O)[O-])c3)c(-c3cccc([N+](=O)[O-])c3)c[n+]2c1C
[27] COC(=O)c1cc(Cl)c(N)cc1OC
[28] CC1CCCCC1NC(=O)CN1C(=O)CSc2cc(S(=O)(=O)N3CCCCCC3)ccc21 (stereo unspecified)
[29] O=c1c2ccccc2ncn1-c1ccc(Cl)c(Cl)c1
[30] Cc1ccc2nc(-c3ccc(NC(=O)Cc4cccs4)cc3)[nH]c2c1
[31] CC1(C)CC(=O)C2=C(C1)Nc1[nH]n(-c3ccccc3)c(=O)c1C2c1ccc2c(c1)OCO2 (stereo unspecified)
[32] N#Cc1ccccc1CSc1nnc(-c2ccccc2)o1
assay / compound,21,22,23,24,25,26,27,28,29,30,31,32
Tau FP inhib,-3%,4%,-5%,-5%,-5%,1%,-1%,3%,-10%,-4%,-2%,-1%
HTT cytoprotect,-7%[10 µM],-22%,-26%[10 µM],-8%,6%[10 µM],4%[10 µM],10%,x,2%[10 µM],-6%,-29%,x
GAA glycogen,7%,-4%,11%,-3%,-14%,7%,2%,10%,6%,-1%,u,6%[76.3 µM]
Tau fibril ThT,10%,u,-1%,-18%,7%,-16%,-13%,-8%,-10%,u,-15%,-5%
GAA inh,u,14%,0%,-15%,0%,7%,u,-2%,2%,-1%,-8%,x
Tau fluor cs,8%,-20%,-2%,-9%,-21%,-6%,-14%,-16%,-8%,-21%,-13%,-20%
aGlu spleen mod,-2%,-2%,1%,-22%,-10%,0%,-5%,1%,-1%,-7%,-17%,x
aGal spleen mod,1%,-4%,11%,-3%,-7%,-6%,0%,-4%,0%,-4%,-1%,x

[33] O=C(OCCCc1ccncc1)c1ccc(S(=O)(=O)N2CCOCC2)cc1
[34] O=C(CSc1nnc2c(n1)[nH]c1ccccc12)Nc1ccc(N2CCOCC2)cc1
[35] O=C(CN1CCN(CCC(=O)Nc2ccccc2F)CC1)Nc1ccc(Cl)cc1
[36] O=C(CN(c1ccc(F)cc1)S(=O)(=O)c1ccc2c(c1)OCCO2)Nc1ccc2c(c1)OCO2
[37] Nc1nc(C2CC2)c(Sc2sc(N)nc2C2CC2)s1
[38] Cc1ccc(C)c(S(=O)(=O)c2nnn3c2nc(Nc2ccc(C)c(C)c2)c2ccccc23)c1
[39] COc1ccc(-c2ccc(-c3cc(=O)oc4cc(C)cc(C)c34)cc2)cc1
[40] CSc1nnc(CNC(=O)C23CC4CC(CC(C4)C2)C3)n1Cc1ccccc1
assay / compound,33,34,35,36,37,38,39,40
Tau FP inhib,1%,-5%,6%,7%,-8%,-5%,-7%[81.3 µM],4%
HTT cytoprotect,-8%,-7%[10 µM],-15%,19%[10 µM],-40%,x,-97%[inhibitor],-11%[10 µM]
GAA glycogen,-3%,-2%,33%,-1%,6.3µM*,8%[76.3 µM],x,-3%
Tau fibril ThT,4%,u,-5%,-4%,18µM*,2%,u,-3%
GAA inh,-8%,u,-8%,u,5%,x,x,-3%
Tau fluor cs,3%,u,-9%,u,u,-6%,-14%[81.3 µM],0%
aGlu spleen mod,-7%,4%,-21%,5%,2%,x,-5%[119 µM],0%
aGal spleen mod,-11%,0%,-3%,11%,0%,x,-4%[119 µM],0%

[41] O=C(CNC(=O)c1ccc2c(c1)OCCO2)N/N=C/c1cccc(Br)c1
[42] CCOC(=O)/C(C#N)=C/c1ccc(N2CCN(C)CC2)cc1
[43] Cc1cccc(NC(=O)CN2C(=O)S/C(=C\c3ccc(-c4cccc(C(=O)O)c4C)o3)C2=O)c1
[44] CCOC(=O)C1CCCN(C(=O)CNS(=O)(=O)c2ccc(Br)s2)C1 (stereo unspecified)
[45] CCc1cc(C)cc(OCCNC(=O)c2cncc(Br)c2)c1
[46] O=C(Nc1cccnc1)Nc1ccccc1Cl
[47] Cc1cc(C2=NNC(=NCCc3ccccc3)SC2)c(C)n1CC1CCCO1 (stereo unspecified)
assay / compound,41,42,43,44,45,46,47
Tau FP inhib,-2%,1%,5%,3%,-12%,0%,-1%
HTT cytoprotect,-21%,37%[1.9 µM],-13%,8%[10 µM],1%,0.79µM*,-10%
GAA glycogen,4%,1%,3%,4%,-5%,6%,-11%
Tau fibril ThT,0%,u,u,-3%,u,0%,-19%
GAA inh,3%,-5%,-10%,-2%,u,8%,-3%
Tau fluor cs,-14%,-12%,0%,-2%,-28%,-4%,-2%
aGlu spleen mod,2%,3%,-7%,-3%,-3%,-1%,1%
aGal spleen mod,-16%,9%,-5%,-5%,-10%,1%,4%
